Growth percent in the NCI-60 one-dose screen (48 h, 10 µM unless noted): 100 = growth as untreated, 0 = no growth, -100 = all killed.
RPMI-8226: RPMI-8226 leukemia cells. hit rate 7.5% among 77,000
HOP-92: HOP-92 NSCLC cells | hit rate 6.3% among 71,000
MDA-MB-435: MDA-MB-435 melanoma. hit rate 7.8% among 82,000
HOP-62: HOP-62 NSCLC; hit rate 3.9% among 80,000
CCRF-CEM: CCRF-CEM leukemia; hit rate 7% among 77,000; AID 1794778
MOLT-4: MOLT-4 leukemia cells. hit rate 6.9% among 80,000
SR: SR leukemia cells; hit rate 8.7% among 73,000; AID 1794780
K-562: K-562 leukemia; hit rate 7.4% among 78,000; AID 1794777
Numbers without * were called inactive; & = joins results of further samples; [ ] = another dose, or the depositor's remark. The calls were made as follows: active = growth percent below 10; inactive = the rest.

Screening COc1ccc(CSc2nnc(-c3ccc4c(c3)nc(-c3ccccc3)n4C3CCCCC3)o2)cc1 returned HOP-92 87, MDA-MB-435 91, HOP-62 83, CCRF-CEM 58, MOLT-4 45 and SR 52.
COc1ccc(C2CC(c3cccc(OCCCCOc4cccc(C5=NN(C(C)=O)C(c6ccc(OC)cc6)C5)c4)c3)=NN2C(C)=O)cc1 (stereo not given) was read as RPMI-8226 34, HOP-92 69, MDA-MB-435 60, HOP-62 71, CCRF-CEM 64, MOLT-4 57, SR 39 and K-562 37.
For CCC(C)CC(C)C(=O)c1c(O)ccn(O)c1=O (stereo not given) the results were RPMI-8226 12, MDA-MB-435 47, HOP-62 24, CCRF-CEM 16, MOLT-4 9.6*, SR 23 and K-562 18.
O=C(/C=C/c1cn(-c2ccccc2)nc1-c1ccc(OCc2ccccc2)cc1)c1ccc(Cl)cc1 was read as RPMI-8226 106, HOP-92 88, MDA-MB-435 103, HOP-62 94, CCRF-CEM 101, MOLT-4 92, SR 96 and K-562 92.
COc1nc2ccccc2cc1/C=N/O was read as RPMI-8226 85, HOP-92 73, MDA-MB-435 93, HOP-62 88, CCRF-CEM 93, MOLT-4 87 and K-562 92.
Screening Nc1ccc(S(=O)(=O)c2ccc(NCNC(CSSCC(NCNc3ccc(S(=O)(=O)c4ccc(N)cc4)cc3)C(=O)O)C(=O)O)cc2)cc1 (stereo not given) returned RPMI-8226 103, MDA-MB-435 102, HOP-62 102, MOLT-4 109, SR 104 and K-562 103.
`O=c1nc(N2CCOCC2)oc2c(-c3cccs3)cccc12` gave RPMI-8226 101, HOP-92 56, MDA-MB-435 100, HOP-62 92, CCRF-CEM 98, MOLT-4 101, SR 82 and K-562 99.
For CN[C@@H](CCCNC(N)=NC/C=C(/C)CCC=C(C)C)C(=O)N(C)[C@@H](CCCNC(N)=NCC=C(C)C)C(=O)N[C@H](C)[C@H](OS(=O)(=O)O)c1ccc(OS(=O)(=O)O)c(COS(=O)(=O)O)c1 the results were RPMI-8226 93, HOP-92 100, MDA-MB-435 113, HOP-62 102, CCRF-CEM 102, MOLT-4 97, SR 114 and K-562 110.
`O=C1OCC/C1=C\c1ccc(O)cc1` gave MDA-MB-435 106, HOP-62 105, CCRF-CEM 102, MOLT-4 122, SR 124 and K-562 117.
Screening c1ccc(-c2ccc(C3CCCN3)cc2)cc1 (stereo not given) returned RPMI-8226 124, HOP-92 88, MDA-MB-435 114, HOP-62 104, CCRF-CEM 120, MOLT-4 85, SR 78 and K-562 86.
COC(=O)[C@]12CC[C@@H](C)[C@H](C)[C@@H]1C1=CC[C@@H]3[C@@]4(C)CC(=O)[C@H](O)[C@@](C)(CO)[C@@H]4C(=O)C[C@@]3(C)[C@]1(C)CC2 was read as RPMI-8226 -32*, HOP-92 -22*, MDA-MB-435 11, HOP-62 -22*, CCRF-CEM -14*, MOLT-4 -32*, SR -51* and K-562 -70*.
For O=C(O)C(c1ccccc1)C1(O)CCCCC1 (stereo not given) the results were MDA-MB-435 107, HOP-62 88, CCRF-CEM 89, MOLT-4 106, SR 118 and K-562 104.
`CCC(C)C1OC1(C)C1(O)C(/C=C/C=C/C=C/C(=O)O)C2CC=C(C)CC2C2OC21C` (stereo not given) gave HOP-92 103, MDA-MB-435 111, CCRF-CEM 84, MOLT-4 81, SR 80 and K-562 91.
Screening COC(=O)[C@@]1(C)CC[C@]2(C)CC[C@]3(C)C(=CC(=O)[C@@H]4[C@@]5(C)Cc6c([nH]c7ccccc67)C(C)(C)[C@@H]5CC[C@]43C)[C@@H]2C1 returned RPMI-8226 28, HOP-92 79, MDA-MB-435 90, HOP-62 101 and CCRF-CEM 70.
Screening O=C(NC1C(O)OC(CO)C(O)C1O)NS(=O)(=O)c1ccc(Cl)cc1 (stereo not given) returned HOP-92 101, MDA-MB-435 100, HOP-62 93, CCRF-CEM 99, MOLT-4 102, SR 100 and K-562 108.
For CCCCCCCCCCOC(c1ccccc1)c1ccccc1 the results were RPMI-8226 96, HOP-92 103, MDA-MB-435 99, HOP-62 88, CCRF-CEM 94, MOLT-4 84, SR 94 and K-562 86.
O=C(CSc1ccc(Cl)cc1)Nc1ccc(-c2nc3ccccc3s2)cc1 was read as RPMI-8226 83, HOP-92 67, MDA-MB-435 93, HOP-62 108, CCRF-CEM 87, MOLT-4 87 and K-562 84.
CC(C)c1ccc(/C=C/C(=O)Nc2ncc(Cc3ccc(Cl)cc3Cl)s2)cc1 was read as RPMI-8226 88, HOP-92 85, MDA-MB-435 35, HOP-62 80, CCRF-CEM 88, MOLT-4 84, SR 70 and K-562 32.
Screening O=C1NN(C(=O)c2ccccc2)C(c2ccc(Cl)c(Cl)c2)=C/C1=C\c1ccccc1 returned HOP-92 75[7.5 µM], MDA-MB-435 88[7.5 µM], HOP-62 93[7.5 µM], CCRF-CEM 94[7.5 µM], MOLT-4 77[7.5 µM], SR 70[7.5 µM] and K-562 89[7.5 µM].
COc1ccc(C(=O)n2cc(C=O)c3ccccc32)cc1 was read as RPMI-8226 98, HOP-92 83, MDA-MB-435 89, HOP-62 124, CCRF-CEM 103, MOLT-4 101, SR 65 and K-562 82.
CCOC(=O)C1=NN(c2ccccc2)C(=O)C1 was read as RPMI-8226 104, HOP-92 69, MDA-MB-435 105, HOP-62 101&104, CCRF-CEM 126, MOLT-4 94&106, SR 110&115 and K-562 103&99.
Screening CC1(C)[C@@H](O)CC[C@]2(C)[C@H]3CC[C@@H]4[C@H]5[C@H](c6cn(-c7ccccc7)nn6)CC[C@]5(CO)CC[C@@]4(C)[C@]3(C)CC[C@@H]12 returned RPMI-8226 73, HOP-92 100, MDA-MB-435 94, HOP-62 94, CCRF-CEM 94, MOLT-4 68, SR 65 and K-562 79.
Cc1ccc2cccc(N)c2n1 was read as RPMI-8226 106, MDA-MB-435 116, HOP-62 104, CCRF-CEM 104, MOLT-4 95, SR 90 and K-562 111.
COc1cccc(-c2nc3sccn3c2-c2ccnc(NCCCNS(=O)(=O)c3ccc(F)cc3)c2)c1 was read as RPMI-8226 -25*, HOP-92 59, MDA-MB-435 19, HOP-62 64, CCRF-CEM 11, MOLT-4 11, SR 45 and K-562 18.
Screening CCC(Br)(CC)C(=O)c1ccc(OCC(=O)O)c(Cl)c1Cl returned RPMI-8226 121, HOP-92 102, MDA-MB-435 101, HOP-62 119, CCRF-CEM 116, MOLT-4 109, SR 120 and K-562 114.
CC(=O)c1c(C)n2c(=O)cc(C)c3c(O)c(O)cc1c32 was read as RPMI-8226 89, HOP-92 91, MDA-MB-435 110, HOP-62 83, CCRF-CEM 92, MOLT-4 86, SR 90 and K-562 101.
Screening O=C(N/N=C/c1ccccc1O)c1ccncc1 returned RPMI-8226 54, MDA-MB-435 83, HOP-62 43, CCRF-CEM 29, MOLT-4 9.3*, SR 49 and K-562 65.
Screening COc1ccc2[nH]cc(-c3noc(C(=O)c4cn(C)c5ccc(F)cc45)n3)c2c1 returned RPMI-8226 104, HOP-92 85, MDA-MB-435 102, HOP-62 100, CCRF-CEM 99, MOLT-4 95, SR 90 and K-562 101.
For CCOC(=O)C1=C(C)NC(SCc2cc(=O)oc3ccc4ccccc4c23)=N[C@@H]1c1cccc2ccccc12 the results were RPMI-8226 76, HOP-92 75, MDA-MB-435 105, HOP-62 97, CCRF-CEM 99, MOLT-4 81, SR 88 and K-562 86.
CC(SC(C)C(=O)N/N=C/c1cccc(F)c1)C(=O)N/N=C\c1cccc(F)c1 (stereo not given) was read as RPMI-8226 85, MDA-MB-435 108, HOP-62 101, CCRF-CEM 82, MOLT-4 86, SR 90 and K-562 100.

Sorted by count of non-hydrogen atoms (largest number first): some entries from above
Screening CC1(C)[C@@H](O)CC[C@]2(C)[C@H]3CC[C@@H]4[C@H]5[C@H](c6cn(-c7ccccc7)nn6)CC[C@]5(CO)CC[C@@]4(C)[C@]3(C)CC[C@@H]12 returned RPMI-8226 73, HOP-92 100, MDA-MB-435 94, HOP-62 94, CCRF-CEM 94, MOLT-4 68, SR 65 and K-562 79.
For CCOC(=O)C1=C(C)NC(SCc2cc(=O)oc3ccc4ccccc4c23)=N[C@@H]1c1cccc2ccccc12 the results were RPMI-8226 76, HOP-92 75, MDA-MB-435 105, HOP-62 97, CCRF-CEM 99, MOLT-4 81, SR 88 and K-562 86.
COc1cccc(-c2nc3sccn3c2-c2ccnc(NCCCNS(=O)(=O)c3ccc(F)cc3)c2)c1 was read as RPMI-8226 -25*, HOP-92 59, MDA-MB-435 19, HOP-62 64, CCRF-CEM 11, MOLT-4 11, SR 45 and K-562 18.
Screening O=C1NN(C(=O)c2ccccc2)C(c2ccc(Cl)c(Cl)c2)=C/C1=C\c1ccccc1 returned HOP-92 75[7.5 µM], MDA-MB-435 88[7.5 µM], HOP-62 93[7.5 µM], CCRF-CEM 94[7.5 µM], MOLT-4 77[7.5 µM], SR 70[7.5 µM] and K-562 89[7.5 µM].
CC(SC(C)C(=O)N/N=C/c1cccc(F)c1)C(=O)N/N=C\c1cccc(F)c1 (stereo not given) was read as RPMI-8226 85, MDA-MB-435 108, HOP-62 101, CCRF-CEM 82, MOLT-4 86, SR 90 and K-562 100.
CC(C)c1ccc(/C=C/C(=O)Nc2ncc(Cc3ccc(Cl)cc3Cl)s2)cc1 was read as RPMI-8226 88, HOP-92 85, MDA-MB-435 35, HOP-62 80, CCRF-CEM 88, MOLT-4 84, SR 70 and K-562 32.
O=C(CSc1ccc(Cl)cc1)Nc1ccc(-c2nc3ccccc3s2)cc1 was read as RPMI-8226 83, HOP-92 67, MDA-MB-435 93, HOP-62 108, CCRF-CEM 87, MOLT-4 87 and K-562 84.
For CCCCCCCCCCOC(c1ccccc1)c1ccccc1 the results were RPMI-8226 96, HOP-92 103, MDA-MB-435 99, HOP-62 88, CCRF-CEM 94, MOLT-4 84, SR 94 and K-562 86.
COc1ccc(C(=O)n2cc(C=O)c3ccccc32)cc1 was read as RPMI-8226 98, HOP-92 83, MDA-MB-435 89, HOP-62 124, CCRF-CEM 103, MOLT-4 101, SR 65 and K-562 82.
Screening O=C(N/N=C/c1ccccc1O)c1ccncc1 returned RPMI-8226 54, MDA-MB-435 83, HOP-62 43, CCRF-CEM 29, MOLT-4 9.3*, SR 49 and K-562 65.
CCOC(=O)C1=NN(c2ccccc2)C(=O)C1 was read as RPMI-8226 104, HOP-92 69, MDA-MB-435 105, HOP-62 101&104, CCRF-CEM 126, MOLT-4 94&106, SR 110&115 and K-562 103&99.
Cc1ccc2cccc(N)c2n1 was read as RPMI-8226 106, MDA-MB-435 116, HOP-62 104, CCRF-CEM 104, MOLT-4 95, SR 90 and K-562 111.

Next part
Screening O=C(C1CC1)N1CCN(Cn2sc3ccccc3c2=O)CC1 returned RPMI-8226 97, HOP-92 83, MDA-MB-435 108, HOP-62 97, CCRF-CEM 57, MOLT-4 101, SR 58 and K-562 72.
Screening COC(=O)CC(O)CC(=O)OC returned RPMI-8226 103, MDA-MB-435 102, HOP-62 99, MOLT-4 107, SR 102 and K-562 110.
`CN(C)c1ccc(/C=C2/SC(=O)N(c3nc(N4CCCC4)nc(N4CCCC4)n3)C2=O)cc1` gave RPMI-8226 86, HOP-92 73, MDA-MB-435 98, HOP-62 109, CCRF-CEM 94, MOLT-4 96 and K-562 95.
CC1(C)COC(=S)N1CCC#N was read as RPMI-8226 99, HOP-92 95, MDA-MB-435 105, HOP-62 105, CCRF-CEM 94, MOLT-4 90, SR 98 and K-562 85.
Screening C=CCNC(=S)NNC(=O)c1cc2ccc1CCc1ccc(cc1)CC2 returned RPMI-8226 107, HOP-92 100, MDA-MB-435 103, HOP-62 102, CCRF-CEM 102, MOLT-4 106, SR 116 and K-562 104.
`Cc1cc(O)c([N+](=O)[O-])cc1Cl` gave RPMI-8226 102, HOP-92 109, MDA-MB-435 110, HOP-62 92, CCRF-CEM 107, MOLT-4 100, SR 106 and K-562 107.
O=C1CC2(CCOCC2)Oc2ccccc21 was read as RPMI-8226 101, MDA-MB-435 106, HOP-62 101, CCRF-CEM 96, MOLT-4 104, SR 98 and K-562 104.
For CC(O)C(N)=O (stereo not given) the results were RPMI-8226 111, HOP-92 101, MDA-MB-435 103, CCRF-CEM 102, MOLT-4 110, SR 102 and K-562 101.
Screening Cc1ccc(S(=O)(=O)CC(=O)O)cc1 returned RPMI-8226 93, HOP-92 89, MDA-MB-435 101, HOP-62 87, CCRF-CEM 84, MOLT-4 99, SR 95 and K-562 107.
`Cc1ccccc1C1=NN(C(=O)Cc2ccccc2)C(c2c[nH]c3ccccc23)C1` (stereo not given) gave HOP-92 125, MDA-MB-435 106, HOP-62 79, CCRF-CEM 84, MOLT-4 69, SR 71 and K-562 94.
`CCOC(=O)c1ccccc1OCc1ccccc1` gave RPMI-8226 102, HOP-92 104, MDA-MB-435 92, HOP-62 100, CCRF-CEM 94, MOLT-4 109, SR 91 and K-562 101.
`ClCCn1c(CCl)nc2ccc(Cl)cc21` gave RPMI-8226 -22*, HOP-92 -57*, MDA-MB-435 -83*, CCRF-CEM -47*, MOLT-4 -53*, SR -32* and K-562 -24*.
For COc1ccc(/C=C2\C(=O)Nc3ccc(Cl)cc32)cc1OCc1ccccn1 the results were RPMI-8226 39, HOP-92 -13*, MDA-MB-435 75, HOP-62 15, CCRF-CEM 51, MOLT-4 46, SR 31 and K-562 52.
Screening O=C(Nc1ccc(NCCN2CCOCC2)nc1)c1ccncc1 returned RPMI-8226 106, HOP-92 108, MDA-MB-435 102, HOP-62 102, CCRF-CEM 101, MOLT-4 107, SR 103 and K-562 104.
For CCOC(=O)c1cnc2c(-c3cccc(Br)c3)cnn2c1 the results were RPMI-8226 84, HOP-92 65, MDA-MB-435 88, HOP-62 97, CCRF-CEM 98, MOLT-4 97, SR 88 and K-562 62.
For O=C(NCCNc1nccc(-c2c(-c3cccc(F)c3)nc3sccn23)n1)c1ccc(Cl)cc1 the results were RPMI-8226 62, HOP-92 87, MDA-MB-435 32, HOP-62 92, CCRF-CEM 58, MOLT-4 66, SR 47 and K-562 54.
S=C(S)OCCOC(=S)S was read as RPMI-8226 114, HOP-92 113, MDA-MB-435 116, HOP-62 112, CCRF-CEM 53, MOLT-4 102, SR 103 and K-562 100.

Compound activity (PubChem)

Rows were taken by chance; about 14% have a hit in one of these screens.
